Screening data as filed in PubChem.
Rac1 wt GTP bind: human Rac1 wildtype GTP binding, inhibitors and activators | AID 757 | GTP binding activity (% of control), % at 10 µM | P63000 | hit rate 0.27% among 190,000 | GST-Rac1 beads, fluorescent GTP binding, flow cytometry; actives lie on both sides; 0 = cold GTP competed, 100 = untreated;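 active = GTP binding activity at least 20 points away from the 100% control level, either lower or higher; inconclusive = compound flagged as likely green fluorescent, judged across all proteins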
Rac1 mut GTP: modulators of GTP binding to human Rac1 activated mutant | percent activity (GTP binding), % at 10 µM | P63000 | hit rate 0.11% among 190,000 | GST-Rac1 activated beads, fluorescent GTP binding, flow cytometry; actives lie on both sides; 100% means binding = to untreated wells;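 active = GTP binding at least 20 percentage points away from the 100% baseline, in either direction, so actives lie on both sides; inconclusive = Compound likely fluorescent itself, or too few beads counted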
Pf gametocyte: inhibitors of late stage P. falciparum gametocyte viability | P. falciparum stage V gametocytes, ATP luminescence, 24 h | inhibition, % at 10.9 µM | hit rate 0.065% among 150,000;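 active = inhibition above the mean plus 3 SD of compounds within the control limits, set per campaign, cut at about 38% in these data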;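 note: 0% = DMSO wells and 100% = medium only without gametocytes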
RGS8-Gao: modulates binding of RGS8 to human Galphao; response (percent of control binding), % at 10 µM; multiplexed bead flow cytometry; actives lie on both sides; P09471; hit rate 0.34% among 220,000; in the data active = response below about 60% or above about 140%; inactive = in between;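 note: Galphao activated as the GDP aluminium fluoride complex binding bead-coupled RGS8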
Target sequence (P09471 whole entry, looked up): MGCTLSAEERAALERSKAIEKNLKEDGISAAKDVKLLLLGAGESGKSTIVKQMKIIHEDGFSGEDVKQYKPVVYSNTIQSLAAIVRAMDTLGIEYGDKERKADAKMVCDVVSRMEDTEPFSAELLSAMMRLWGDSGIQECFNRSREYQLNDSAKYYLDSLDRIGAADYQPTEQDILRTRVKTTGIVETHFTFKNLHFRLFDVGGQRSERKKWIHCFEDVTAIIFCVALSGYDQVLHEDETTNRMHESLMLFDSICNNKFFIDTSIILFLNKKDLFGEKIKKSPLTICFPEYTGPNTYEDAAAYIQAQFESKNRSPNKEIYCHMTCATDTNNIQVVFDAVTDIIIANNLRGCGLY
Rab2 wt GTP: changes GTP binding to wildtype dog Rab2A, up or down; P61105; GST-Rab2 wt beads, Bodipy-GTP binding, flow cytometry; GTP binding activity, % at 10 µM; hit rate 0.19% among 190,000; AID 760;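 active = GTP binding activity at least 20 points away from 100%, either lowered or raised; inconclusive = signal likely due to the compound's own green fluorescence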;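 note: 0% = beads with excess unlabeled GTP and 100% = no-compound control corrected for plate trend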
Cdc42 wt GTP: modulators (inhibitors or activators) of GTP binding to human Cdc42 wildtype; AID 761; GST-Cdc42 beads, Bodipy-GTP binding, flow cytometry; actives lie on both sides; hit rate 0.2% among 190,000; percent activity (GTP binding), % at 10 µM;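 active = percent activity GTP binding at least 20 points away from the 100% baseline, either down as inhibitor or up as activator; inconclusive = compound flagged as likely green fluorescent from well-wide comparison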;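 note: median bead fluorescence of bound Bodipy-FL-GTP at 100 nM; 0% = excess unlabeled GTP control and 100% = no compound control; below 100% means less GTP binding so inhibitor and above means activator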
Target sequence (P60953 whole entry, looked up): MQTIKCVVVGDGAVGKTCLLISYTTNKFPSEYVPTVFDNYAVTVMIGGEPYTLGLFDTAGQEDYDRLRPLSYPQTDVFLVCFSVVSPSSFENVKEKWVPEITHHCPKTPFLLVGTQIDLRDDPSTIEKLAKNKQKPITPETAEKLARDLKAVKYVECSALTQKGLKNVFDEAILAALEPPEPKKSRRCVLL
Rab7 wt modul: alters GTP binding to wildtype dog Rab7; GST-Rab7 beads, fluorescent GTP binding, flow cytometry; actives lie on both sides; untreated = 100%, excess cold GTP = 0%; GTP binding activity (percent of control), % at 10 µM; hit rate 0.055% among 190,000;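 active = fluorescent GTP binding to Rab7 beads changed by at least 20 points from the 100% baseline, either direction, mostly lower; inconclusive = compound itself probably fluorescent, or too few beads counted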;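 note: median green fluorescence of bound Bodipy-FL-GTP per Rab7 bead population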
Mcl1-Noxa inh: disrupts binding of human Mcl-1 to Noxa peptide | TR-FRET Mcl-1/Noxa peptide binding, 2 h | inhibition, % at 21.7 µM | hit rate 1.5% among 220,000 | AID 1022;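 active = compounds that cut the protein-peptide binding signal by more than 50% relative to plate controls in a single-dose test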;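 note: His-tagged Mcl-1 with rhodamine Noxa BH3 peptide and terbium anti-His antibody; 0% = Mcl-1 plus Noxa peptide wells and 100% = peptide-only wells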
Target sequence (Q07820 whole entry, looked up): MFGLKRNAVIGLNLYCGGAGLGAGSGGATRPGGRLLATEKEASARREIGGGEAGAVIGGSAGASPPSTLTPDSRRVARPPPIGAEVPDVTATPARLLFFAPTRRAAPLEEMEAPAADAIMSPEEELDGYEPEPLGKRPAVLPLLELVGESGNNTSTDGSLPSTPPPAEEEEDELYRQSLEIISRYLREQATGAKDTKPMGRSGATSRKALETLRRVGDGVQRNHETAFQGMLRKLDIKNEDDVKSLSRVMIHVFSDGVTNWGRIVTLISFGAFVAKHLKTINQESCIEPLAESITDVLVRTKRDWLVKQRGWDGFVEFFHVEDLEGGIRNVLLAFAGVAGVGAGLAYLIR
Mcl1-Bid inh: Mcl-1/Bid interaction inhibition. Q07820. TR-FRET Mcl-1/Bid-Dy647 peptide binding, 1536-well. inhibition, % at 21.7 µM. hit rate 0.97% among 220,000. AID 1021;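 active = compounds that cut the binding signal by more than half at the single screening dose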;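 note: His-tagged Mcl-1 with europium anti-His antibody binding Bid BH3 peptide; 0% = Mcl-1 plus peptide wells and 100% = peptide-only wells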
HRas wt GTP bind: changes GTP binding to wildtype human HRas; P01112; GST-Ras wt beads, Bodipy-FL-GTP binding, flow cytometry; actives lie on both sides; GTP binding activity, % at 10 µM; hit rate 0.14% among 190,000; AID 759;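 active = GTP binding activity at least 20% away from the 100% baseline, either lowered as inhibitor or raised as activator; inconclusive = flagged as likely green fluorescent, judged across all proteins in the well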;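 note: 0% = unlabeled GTP competition control and 100% = no-compound control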
Target sequence (P01112 whole entry, looked up): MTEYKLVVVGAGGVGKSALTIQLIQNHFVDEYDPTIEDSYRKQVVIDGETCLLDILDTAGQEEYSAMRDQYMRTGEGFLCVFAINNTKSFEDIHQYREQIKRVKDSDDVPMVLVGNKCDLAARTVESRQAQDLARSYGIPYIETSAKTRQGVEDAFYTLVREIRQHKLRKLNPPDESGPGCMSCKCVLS
Mcl-1 Bim block: inhibitors of Bim-Mcl-1 interaction, human | Q07820 | hit rate 0.1% among 190,000 | Bead-based flow cytometry, Bim peptide-Mcl-1 binding | inhibition, % at 10 µM; in the data active = inhibition above about 40%;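 note: 0% = no compound tracer wells and 100% = peptide blocker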
Numbers without * were called inactive; ? = inconclusive; / = not tested or not shown.

SMILES	Rac1 wt GTP bind	Rac1 mut GTP	Pf gametocyte	RGS8-Gao	Rab2 wt GTP	Cdc42 wt GTP	Rab7 wt modul	Mcl1-Noxa inh	Mcl1-Bid inh	HRas wt GTP bind	Mcl-1 Bim block
O=C(Cn1cccc1)NC1CCCCCC1	98	97	/	93	98	99	99	3	-33	95	6
CCN(CC)c1ccc(NC(=O)CCS(=O)(=O)c2cccc3nsnc23)c(C)c1	102	97	-10	100	100	104	106	14	-52	98	-1
CC(=O)c1sc(N/N=C/c2cccc(O)c2)nc1C	?	?	/	101	?	?	?	32	-21	?	2
Nc1ccc(S(=O)(=O)C(F)(F)F)cc1N	96	95	6	100	95	93	97	10	-54	94	0
O=C(CC1NC(=O)NC1=O)Nc1ccc(Cl)cc1 (stereo not given)	100	99	26	101	100	104	98	-2	-10	103	-1
COC(=O)c1ccc(NC(=O)C(=O)N2CCCC2)cc1	102	100	20	94	100	99	98	-3	-18	99	-8
O=C(Cc1cccc2ccccc12)N1CCCc2ccccc21	99	96	/	101	99	101	94	9	1	99	0
COc1ccc(C(=O)SC2=NCCS2)cc1	106	100	-2	100	100	101	102	18	-12	100	-4
COc1ccccc1NC(=O)c1c(N=Cc2ccccc2O)cnn1C	?	?	/	99	?	?	?	10	-13	?	4
CN(C)c1ccc2c(c1)OC(N)=C(C#N)C2c1cccc(F)c1 (stereo not given)	101	97	/	105	97	98	98	-11	-18	98	0
CN1CCc2nc(SCC(=O)Nc3ccc(F)cc3)c(C#N)cc2C1	98	97	/	95	97	98	99	3	-9	97	1
Cc1ccsc1/C=N/NC(=O)c1ccncc1	103	100	5	99	100	102	96	4	-9	100	-3
COC(=O)NNC(=O)c1ccccc1OC	97	98	30	99	100	98	100	10	-8	98	0
O=C(c1cccnc1)N1c2ccccc2Sc2ccccc21	99	96	6	100	95	96	97	9	1	97	1
O=C(CNCc1ccco1)Nc1ccccc1-n1cccc1	104	102	20	100	101	101	97	5	-18	102	0
Cc1cc(C)n(-c2nc3ccccc3c3nc(C)nn23)n1	103	100	/	102	101	100	100	-12	-6	101	0
CCCn1nnc2sc3c(c2c1=O)CCC(C)C3 (stereo not given)	92	92	/	101	90	93	96	-1	-4	93	0
CCOC(=O)C1CCCN(C(=O)C2CCN(S(=O)(=O)N3CCC4(CC3)OCCO4)CC2)C1 (stereo not given)	110	98	-4	101	102	103	103	8	-22	102	0
CCOC(=O)c1sc(NC(=O)c2ccc(S(=O)(=O)N3CCCCC3)cc2)nc1-c1ccccc1	97	96	30	102	96	95	98	-301	-46	95	-2
CCOC(=O)C(C(=O)OCC)C(Nc1ccc(Br)cc1)c1ccccc1 (stereo not given)	103	99	8	98	107	107	102	5	-40	105	1

Laid out differently: entries from further up.
Structure: O=C(CNCc1ccco1)Nc1ccccc1-n1cccc1
  Rac1 wt GTP bind: 104
  Rac1 mut GTP: 102
  Pf gametocyte: 20
  RGS8-Gao: 100
  Rab2 wt GTP: 101
  Cdc42 wt GTP: 101
  Rab7 wt modul: 97
  Mcl1-Noxa inh: 5
  Mcl1-Bid inh: -18
  HRas wt GTP bind: 102
  Mcl-1 Bim block: 0

Structure: Cc1cc(C)n(-c2nc3ccccc3c3nc(C)nn23)n1
  Rac1 wt GTP bind: 103
  Rac1 mut GTP: 100
  Pf gametocyte: /
  RGS8-Gao: 102
  Rab2 wt GTP: 101
  Cdc42 wt GTP: 100
  Rab7 wt modul: 100
  Mcl1-Noxa inh: -12
  Mcl1-Bid inh: -6
  HRas wt GTP bind: 101
  Mcl-1 Bim block: 0

Next records:
SMILES	Rac1 wt GTP bind	Rac1 mut GTP	Pf gametocyte	RGS8-Gao	Rab2 wt GTP	Cdc42 wt GTP	Rab7 wt modul	Mcl1-Noxa inh	Mcl1-Bid inh	HRas wt GTP bind	Mcl-1 Bim block
Cc1cc(C2N=C(N)Nc3nc4ccccc4n32)c(C)n1-c1ccccc1Cl (stereo not given)	109	103	/	101	101	104	100	-25	-23	101	1
CCC(=O)OCCNc1nc(-c2ccccc2)nc2ccccc12	98	97	2	109	96	98	98	16	7	98	0
Cc1ccccc1NC(=O)c1c(C)[nH]c(=S)c(C#N)c1-c1ccco1	102	100	-17	94	101	100	99	23	-42	98	-8
COc1ccc(S(=O)(=O)N2CCN(C)CC2)c2ccccc12	103	97	/	103	96	99	99	2	-25	97	0
CC(=O)Nc1ccc(S(=O)(=O)N2CCN=C2SCc2cccnc2)cc1	103	100	/	101	101	99	108	-21	3	99	-3
Cc1ccc(C(=O)N/C(=C\c2sccc2C)C(=O)NCc2ccncc2)cc1	106	103	-7	96	102	104	102	-2	-5	104	-10
COc1ccc(N2CCN(Cc3nc(N)nc(Nc4ccc(C)c(Cl)c4)n3)CC2)cc1	103	99	12	103	100	100	100	48	-48	100	2
O=C(Nc1ccc2oc(-c3ccccc3F)nc2c1)c1cncc(Br)c1	101	97	-62	108	99	99	100	30	39	98	3
Cc1cc(C)n(-c2nc3ccccc3nc2N2CCCCCC2)n1	102	98	/	100	94	97	93	5	0	96	-6
COc1cc(-n2c(C)nc3cc(C(=O)O)ccc32)cc(OC)c1OC	89	94	6	99	91	90	97	5	-2	91	0
COc1c2c(nc3occc13)C(CCC(C)(C)O)(OC)C(O)CC2 (stereo not given)	104	100	/	101	102	102	101	-14	-13	102	-1
CSc1ncccc1C(=O)Nc1ccc(S(=O)(=O)Nc2nccs2)cc1	98	94	/	100	95	95	100	9	-42	99	-1
N#C/C(=N\O)c1nc2ccccc2s1	99	93	-17	107	96	95	101	14	-8	98	23
c1nnc2c3c4c(sc3ncn12)CCCC4	91	89	/	101	90	93	96	-6	-11	92	1
Cc1cccc(NC(=O)c2sccc2-n2cccc2)c1C	95	96	-18	92	96	97	96	23	-44	97	-3
COc1ccc(-c2onc3ccc(Cl)cc23)cc1	107	100	/	102	104	102	104	16	-27	103	3
CC1CCCN(CC(=O)Nc2ccc(S(=O)(=O)N3CCCCCC3)cc2)C1 (stereo not given)	106	101	/	101	102	100	98	9	-24	103	-1
C(=N\N1CCOCC1)/c1cn(-c2ccccc2)nc1-c1ccccc1	93	95	-6	107	94	97	90	-7	-46	94	-1
Cc1ccc(S(=O)(=O)Nc2nc3ccccc3s2)cc1	103	100	/	100	105	105	103	24	5	105	-1
O=C(CN1CCC(NC(=O)c2ccccc2Cl)CC1)NCc1ccco1	95	94	8	102	94	94	92	12	-28	94	-3
CCCCCNC(=O)c1ccc2c(=O)n(CCOC)c(=O)[nH]c2c1	104	100	/	96	101	100	102	10	18	101	-1
COc1cccc(/C=N/NC(=O)CSc2nnc(C)n2-c2ccccc2)c1OC	94	97	6	101	95	100	95	/	-14	99	-3
CN(C(=O)CCN1C(=O)C2C3C=CC(C3)C2C1=O)c1ccccc1 (stereo not given)	101	98	-13	100	98	101	100	18	-21	98	1
Cc1ccc(S(=O)(=O)Nc2ccc(O)c(Sc3ncn[nH]3)c2)cc1	100	93	/	98	95	94	95	23	-29	97	-1
CCOC(=O)c1ccc(Oc2nc(NC)nc(OC)n2)cc1	99	96	-5	97	97	98	101	-6	-2	98	2
O=C(c1ccco1)N(Cc1cccc([N+](=O)[O-])c1)c1ccc(Br)cc1	88	89	1	101	93	90	90	12	-22	93	-3
Cc1ccccc1N1C(=O)c2ccccc2NC1c1ccncc1 (stereo not given)	103	98	/	104	98	100	97	7	-9	97	0
O=C(Nc1ccc(S(=O)(=O)NCc2ccccc2)cc1)c1ccccc1[N+](=O)[O-]	103	99	-8	89	97	98	100	4	-9	98	2
COc1cc(CCC(=O)OCC(=O)NC(=O)c2ccc(Cl)cc2)cc(OC)c1OC	95	91	-3	102	93	94	88	-15	-35	90	1
COC(=O)c1cccc(NC(=O)CSc2nc(C)cc(=O)[nH]2)c1	104	99	-20	105	99	101	103	3	-3	100	1
CC(C)c1ccc2c(c1)[C@H]1OCC[C@H]1[C@@H](c1cccs1)N2	100	97	-11	82	100	99	94	6	-16	101	-4
CCCC1C(C#N)=C(N)Oc2cc(C)n(C)c(=O)c21 (stereo not given)	96	95	/	101	95	98	99	-5	-35	98	-2
CCN1CCCC1CNC(=S)Nc1ccc(C(C)=O)cc1 (stereo not given)	103	99	26	104	101	101	100	39	-17	99	-1
Cc1cccn2c(=O)c3cc(C(=O)NCC4CCCO4)c(=N)n(CCN4CCOCC4)c3nc12 (stereo not given)	105	98	/	105	103	108	109	22	-14	105	-4
Cc1ccc(-c2noc(CCC(=O)NCc3ccc4c(c3)OCO4)n2)cc1	103	92	8	98	95	99	100	7	-12	97	-4
COc1ccc(C(=O)c2ccc(CC#N)s2)cc1	97	95	-20	101	97	99	94	7	2	98	-1
COc1ccc(C2=NN(c3nc(-c4ccccc4)c(CC(=O)O)s3)C(c3ccco3)C2)cc1 (stereo not given)	94	92	-23	99	94	95	98	85*	-125	96	0
O=C(CN1CCCCC1)Nc1cccc2c1OCO2	104	98	/	103	102	101	103	14	-6	102	2
CC(C)=CCN1CCN(Cc2cc(F)ccc2-n2nc(C)cc2C)CC1CCO (stereo not given)	100	99	-18	102	97	95	103	-6	-18	100	-1
CC(C)N(C1=N/C(=C\c2ccco2)C(=O)N1c1ccccc1)C(C)C	103	99	/	103	99	101	98	16	-35	99	1
CCn1c(CNC(=O)c2ccco2)nnc1SCC(=O)Nc1ccc(Br)cc1F	102	96	-9	102	97	99	101	-4	-6	100	0
O=C(c1cc2ccccc2o1)N1CCN(S(=O)(=O)/C=C/c2ccccc2)CC1	99	98	-3	99	104	99	108	13	-8	100	0
CCOC(=O)N1CCN(C(=O)c2ccc3c(=O)n(CC4CCCO4)c(=S)[nH]c3c2)CC1 (stereo not given)	104	98	/	99	98	102	98	7	-28	100	1
Nc1nonc1C(=O)NCCNc1ncccc1[N+](=O)[O-]	99	100	-17	104	102	100	100	2	-10	100	-1
Cc1cc(Oc2ccc(Br)cc2)nc(SCC(=O)c2ccccc2)n1	102	97	3	100	98	99	100	19	1	99	0
C=CCn1c(COc2ccc(CC)cc2)nnc1SCC(=O)NC1CCS(=O)(=O)C1 (stereo not given)	108	101	/	99	99	104	98	2	1	101	2
O=C(c1cc(Br)ccc1Cl)N1CCCC1	?	?	12	100	?	?	?	-4	-19	?	0
COC(=O)c1c(C)oc2ccc(N(C(=O)c3ccncc3)S(=O)(=O)c3ccccc3)cc12	101	99	-11	101	100	102	97	0	3	102	0
COc1ccc(CNC(=O)COC(=O)C2=COCCO2)cc1	99	98	/	100	100	100	99	-14	-16	101	0
CC(=O)c1cccc(-n2nnnc2SCC(=O)NNC(=O)C(C)C)c1	108	99	/	100	98	103	95	2	-11	99	0
COc1ccc(CN2CCN(Cc3cccn3-c3ncccn3)CC2CCO)c(C)c1C (stereo not given)	101	97	8	98	99	97	104	12	-12	101	-2

This is a random part of the collection (roughly 2.9% active in at least one column).
